Pol iota inh – inhibitors of human DNA polymerase iota | Q9UNA4 | Pol iota fluorescent replication assay, 10 min | Potency, µM (highest dose often 115 µM), for the others: top-dose activity, negative = inhibition, actives largely listed as inhibitors | 390,000 tested, 1% active
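Pol iota at 10 nM preincubated 15 min with compounds at room temperature; reaction started with fluorescent substrate, 50 nM final. Fluorescence read kinetically at 0 and 10 min; buffer-only wells as negative control.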
APEX1 inh – inhibitors of human APE1 endonuclease; P27695; recombinant APE1, TAMRA/BHQ-2 abasic DNA cleavage fluorescence; Potency, µM (top dose mostly 65.8 µM), inactives show at the highest dose activity change, negative = inhibition, actives largely listed as inhibitors; 350,000 tested, 0.35% active;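 note: plate controls were vehicle for no effect and reference inhibitor for full effect; nearly all actives have a fitted effect of over 55% in size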
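Substrate: short duplex with […] THF abasic site, 5'-TAMRA and 3'-BHQ-2, 50 nM final. APE1 at 0.75 nM, preincubated 15 min RT with compound. Fluorescence increase from first to third read measured activity.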
BLM helicase inh – inhibitors of human Bloom syndrome helicase BLM. Potency, µM (doses to about 56.1 µM), without a hit: at the top dose activity change, negative = inhibition, hits mostly inhibitors. recombinant BLM DNA unwinding, fluorescence dequenching. 350,000 tested, 0.2% active. P54132;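 note: plate controls were vehicle for no effect and no enzyme for full effect; nearly all actives have a fitted effect of over 35% in size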
POLH inh – blocks human DNA polymerase eta activity; 390,000 tested, 1.2% active; Q9Y253; Potency, µM (titrated, usually from 114 µM), for inactives: top-dose activity change, negative = inhibition, actives largely listed as inhibitors; recombinant Pol eta, fluorescent DNA replication assay; note: % is set by controls: 0 for no effect and ±100 for the full control effect
Target sequence (Q9Y253 whole entry, looked up): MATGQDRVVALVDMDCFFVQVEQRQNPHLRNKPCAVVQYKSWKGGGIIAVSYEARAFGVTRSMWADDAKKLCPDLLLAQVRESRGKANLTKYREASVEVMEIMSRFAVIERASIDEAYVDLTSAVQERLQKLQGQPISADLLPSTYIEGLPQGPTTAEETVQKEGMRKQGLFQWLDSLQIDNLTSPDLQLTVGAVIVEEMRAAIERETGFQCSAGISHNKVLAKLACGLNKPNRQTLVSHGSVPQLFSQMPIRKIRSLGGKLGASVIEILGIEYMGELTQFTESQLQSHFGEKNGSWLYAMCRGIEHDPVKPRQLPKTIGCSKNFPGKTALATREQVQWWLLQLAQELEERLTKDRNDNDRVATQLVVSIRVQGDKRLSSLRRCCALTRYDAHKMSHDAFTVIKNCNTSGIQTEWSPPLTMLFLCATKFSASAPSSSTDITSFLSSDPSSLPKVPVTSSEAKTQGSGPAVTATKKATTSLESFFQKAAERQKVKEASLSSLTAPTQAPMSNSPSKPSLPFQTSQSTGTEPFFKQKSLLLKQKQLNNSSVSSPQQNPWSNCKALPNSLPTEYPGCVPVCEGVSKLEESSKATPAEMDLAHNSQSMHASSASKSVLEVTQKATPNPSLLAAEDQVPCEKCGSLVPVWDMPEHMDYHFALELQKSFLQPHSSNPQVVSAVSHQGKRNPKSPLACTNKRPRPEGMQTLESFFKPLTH
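Pol eta at 10 nM preincubated with compounds 15 min at room temperature; reaction started with fluorescent substrate (50 nM final) and read kinetically at 0 and 10 min.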
G9a block – inhibitors of human histone lysine methyltransferase G9a | Q96KQ7 | Potency, µM (series often up to 102 µM), inactives show at the highest dose activity, negative = inhibition, most hits filed as inhibitors | AID 504332 | 350,000 tested, 8.8% active | G9a H3K9 monomethylation, AlphaScreen, 2 h; note: % is set by controls: 0 for no effect and ±100 for the full control effect; nearly all actives have a fitted effect of over 75% in size
Target sequence (Q96KQ7 913-1193 limits assumed): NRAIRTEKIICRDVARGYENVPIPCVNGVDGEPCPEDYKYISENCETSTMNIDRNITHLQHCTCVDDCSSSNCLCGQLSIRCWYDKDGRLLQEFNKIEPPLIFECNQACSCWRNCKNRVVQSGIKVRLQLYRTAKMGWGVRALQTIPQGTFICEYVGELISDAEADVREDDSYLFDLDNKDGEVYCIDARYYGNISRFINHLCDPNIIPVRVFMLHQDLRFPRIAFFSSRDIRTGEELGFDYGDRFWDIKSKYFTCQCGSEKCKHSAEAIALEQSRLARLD
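Signal arises when biotinylated H3K9 peptide, once monomethylated, bridges streptavidin donor and antibody-captured acceptor beads. Enzyme at 20 nM was preincubated 15 min with test compounds; peptide 500 nM and SAM 20 uM then reacted for 2 h.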
Pol kappa inh – inhibitors of human DNA polymerase kappa | purified Pol kappa, fluorescent DNA synthesis assay, 10 min | Potency, µM (series often up to 107 µM), inactives show top-dose activity, negative = inhibition, actives largely listed as inhibitors | 400,000 tested, 0.53% active | AID 588579; note: % is set by controls: 0 for no effect and ±100 for the full control effect
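10 nM Pol kappa was preincubated with compounds for 15 min at room temperature. Reaction started with 50 nM (final) substrate. Fluorescence read kinetically at 0 and 10 min.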
BAZ2B block – inhibitors of human BAZ2B bromodomain | AlphaScreen BAZ2B-H3K14Ac peptide displacement | Q9UIF8 | Potency, µM (doses to about 114 µM), for inactives: top-dose activity change, negative = inhibition, actives largely listed as inhibitors | 360,000 tested, 4.4% active; note: % is set by controls: 0 for no effect and ±100 for the full control effect; nearly all actives have a fitted effect of over 60% in size
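BAZ2B 50 nM plus b-H3(5-23)K14Ac 50 nM, PBS pH 7.4/0.01% Tween-20, 30 min RT; compound added (max 110 uM), 30 min RT; streptavidin donor/Ni-chelate acceptor beads 10 ug/mL final, 20 min dark; AlphaScreen read.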
Pol beta inh – DNA polymerase beta (human) inhibition; P06746; 340,000 tested, 1.3% active; Pol beta primer extension/strand displacement, fluorescence kinetic; Potency, µM (doses to about 114 µM), without a hit: top-dose activity change, negative = inhibition, most hits filed as inhibitors; note: % is set by controls: 0 for no effect and ±100 for the full control effect
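Values derive from four-parameter Hill fits of normalized kinetic data: reads at 0 and 10 min following addition of 50 nM substrate to 10 nM Pol beta preincubated 15 min with compound.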
JMJD2A Tudor – JMJD2A Tudor domain (human) inhibition. 390,000 tested, 4.4% active. O75164. AlphaScreen JMJD2A-Tudor / H3K4me3 peptide binding. AID 504339. Potency, µM (titrated, usually from 114 µM), without a hit: at the highest dose activity change, negative = inhibition, most hits filed as inhibitors; note: % is set by controls: 0 for no effect and ±100 for the full control effect; nearly all actives have a fitted effect of over 50% in size
Active calls of the source: *; [ ] = remark or other dose. Calls come from the whole dose curve; as a rule, active = well fitted curve in the direction sought with a large enough effect; inconclusive = small, poorly fitted or top-dose-only effect, or another doubt; inactive = no such curve, though single readings can be large; an effect the other way counts as inactive or inconclusive. Potency is the fitted concentration of half-maximal effect. A portion of the library; the hit share may differ from the screen's.

How did CCOC(=O)COc1cc(Br)c(C2NC(=O)NC(C)=C2C(C)=O)cc1OCC (configuration not stated) do in these assays?
Pol iota inh: 13%[58.9 µM]; APEX1 inh: 12%; BLM helicase inh: -2%; POLH inh: -9%; G9a block: 3%[12.7 µM]; Pol kappa inh: -11%; BAZ2B block: 13%; Pol beta inh: 3%; JMJD2A Tudor: 1%

Results for CCOc1cnc(-c2c(-c3c(F)cccc3Cl)noc2C)o1 ?
Pol iota inh: -10%; APEX1 inh: -4%; BLM helicase inh: -14%; POLH inh: 1%; G9a block: 3%; Pol kappa inh: -12%; BAZ2B block: -1%; Pol beta inh: -1%; JMJD2A Tudor: -1%

Results for CC(=O)N1CCCC1C(=O)O (configuration not stated) ?
Pol iota inh: 25%; APEX1 inh: 0%; BLM helicase inh: -6%; POLH inh: -11%; G9a block: -44%[2.33 µM]; Pol kappa inh: 13%; JMJD2A Tudor: -6%

What do the screens show for `CCCC(CCC(=O)Nc1nccs1)C(=O)O` (configuration not stated)?
Pol iota inh: -20%; APEX1 inh: -2%; BLM helicase inh: -3%; POLH inh: -9%; G9a block: -3%; Pol kappa inh: 3%; BAZ2B block: -13%; Pol beta inh: -8%; JMJD2A Tudor: -1%

What do the screens show for `O=C(O)c1cccc(S(=O)(=O)Nc2ccc3c(c2)OCO3)c1`?
Pol iota inh: 9%; APEX1 inh: -5%; BLM helicase inh: -9%; POLH inh: -8%; G9a block: -14%[59 µM]; Pol kappa inh: -15%; BAZ2B block: -36%; Pol beta inh: 5%; JMJD2A Tudor: -5%

How did COc1ccc(/C=N/Nc2nc(-c3cccnc3)nc3ccccc23)cc1OC do in these assays?
Pol iota inh: 8%; APEX1 inh: -6%; BLM helicase inh: 3%; POLH inh: -11%; Pol kappa inh: -27%; BAZ2B block: -12%; Pol beta inh: inconclusive; JMJD2A Tudor: -15%

How did CC(C)CC(C(=O)NCC1CCN(Cc2ccc(F)cc2)CC1)N1Cc2ccccc2C1=O (configuration not stated) do in these assays?
Pol iota inh: 2%; BLM helicase inh: 1%; POLH inh: -15%; G9a block: -44%[59 µM]; Pol kappa inh: -3%; BAZ2B block: 6%; Pol beta inh: -3%; JMJD2A Tudor: 5%

How did CCC(=O)Nc1nc2ccccc2n1Cc1ccccc1Cl do in these assays?
Pol iota inh: 24%; APEX1 inh: -1%; BLM helicase inh: -4%; POLH inh: -9%; Pol kappa inh: 4%; BAZ2B block: -3%; Pol beta inh: -2%; JMJD2A Tudor: -16%

Results for CCCCn1c(=O)c2[nH]c(C34CC5CC(CC3C5)C4)nc2n(CCCO)c1=O ?
APEX1 inh: -3%; BLM helicase inh: -8%; G9a block: 27%[59 µM]; Pol kappa inh: 2%[60.1 µM]

What do the screens show for `COc1ccc(CN(C)C(=O)c2cccc(S(=O)(=O)N3CCN(c4ccccc4)CC3)c2)c(OC)c1OC`?
Pol iota inh: 15%; APEX1 inh: -17%; POLH inh: -8%; G9a block: inconclusive; Pol kappa inh: -3%; BAZ2B block: -37%; JMJD2A Tudor: -26%

Results for COc1ccc(N(C)C(=O)Cc2c(C(=O)O)[nH]c3ccccc23)c(OC)c1 ?
Pol iota inh: 43%[activator]; APEX1 inh: 1%; BLM helicase inh: -4%; POLH inh: -2%; G9a block: inconclusive; Pol kappa inh: -7%; BAZ2B block: 5%; Pol beta inh: 3%; JMJD2A Tudor: 0%

Results for O=C(Cc1ccccc1[N+](=O)[O-])NC1CC1 ?
Pol iota inh: 84%[activator]; APEX1 inh: -1%; BLM helicase inh: 1%; POLH inh: -16%; G9a block: -7%; Pol kappa inh: -8%; BAZ2B block: 14%; Pol beta inh: 1%; JMJD2A Tudor: -13%

Quoted at random: 2 records from the list
Results for O=C(Cc1ccccc1[N+](=O)[O-])NC1CC1 ?
Pol iota inh: 84%[activator]; APEX1 inh: -1%; BLM helicase inh: 1%; POLH inh: -16%; G9a block: -7%; Pol kappa inh: -8%; BAZ2B block: 14%; Pol beta inh: 1%; JMJD2A Tudor: -13%

How did CCC(=O)Nc1nc2ccccc2n1Cc1ccccc1Cl do in these assays?
Pol iota inh: 24%; APEX1 inh: -1%; BLM helicase inh: -4%; POLH inh: -9%; Pol kappa inh: 4%; BAZ2B block: -3%; Pol beta inh: -2%; JMJD2A Tudor: -16%

Additional records follow:
Results for COc1cc(/C=C(\NC(C)=O)C(=O)NC(C)(C)C)ccc1OC(C)=O ?
Pol iota inh: 32%[activator]; APEX1 inh: 10%; BLM helicase inh: 4%; POLH inh: -14%; G9a block: 5%[59 µM]; Pol kappa inh: -6%; BAZ2B block: 12%; Pol beta inh: -1%; JMJD2A Tudor: -7%

How did Cc1cccc(NS(=O)(=O)c2ccc(C(=O)NCC(c3ccco3)N3CCCCC3)cc2)c1C (configuration not stated) do in these assays?
Pol iota inh: 51%[activator]; APEX1 inh: -1%; POLH inh: -14%; G9a block: -40%; Pol kappa inh: -15%; BAZ2B block: -29%; JMJD2A Tudor: -35%

How did COc1ccc2c(c1OC)C(=O)N1C(C(=O)O)Cc3c([nH]c4ccccc34)C21 (configuration not stated) do in these assays?
Pol iota inh: 6%; APEX1 inh: 0%; BLM helicase inh: 3%; POLH inh: -6%; G9a block: inconclusive; Pol kappa inh: -25%; BAZ2B block: -35%; Pol beta inh: 6%; JMJD2A Tudor: inconclusive

Results for CN(C)C(=O)CCC(=O)N1CCCCC1C(=O)Nc1ccc(Oc2ccccc2F)cc1 (configuration not stated) ?
Pol iota inh: -2%; APEX1 inh: 13%; BLM helicase inh: 0%; POLH inh: -8%; G9a block: 14%; Pol kappa inh: -3%; BAZ2B block: 0%; Pol beta inh: -19%; JMJD2A Tudor: -18%

How did Cc1nn(CCc2nn[nH]n2)c2nc(-c3ccc(C4CCCCC4)cc3)cc(C(F)(F)F)c12 do in these assays?
Pol iota inh: 29%; APEX1 inh: 7%; BLM helicase inh: -3%; POLH inh: 45µM*; G9a block: inconclusive; Pol kappa inh: -35%; BAZ2B block: inconclusive; Pol beta inh: inconclusive; JMJD2A Tudor: inconclusive

How did N#Cc1nc(COc2ccccc2)oc1N1CCC(Cc2ccccc2)CC1 do in these assays?
Pol iota inh: 4%; APEX1 inh: 1%; BLM helicase inh: -6%; POLH inh: -7%; G9a block: 13µM*; Pol kappa inh: -9%; BAZ2B block: inconclusive; Pol beta inh: -1%; JMJD2A Tudor: -32%

Results for OCCCNc1ncnc2oc(-c3ccccc3)c(-c3ccccc3)c12 ?
Pol iota inh: 55%[activator]; APEX1 inh: 11%; BLM helicase inh: -7%; POLH inh: -26%; G9a block: -19%; Pol kappa inh: -14%; BAZ2B block: -32%; Pol beta inh: -6%; JMJD2A Tudor: -26%

What do the screens show for `COc1ccc(C(=O)Nc2ccc(S(=O)(=O)N(C)c3ccccc3)cc2)cc1`?
Pol iota inh: 0%; POLH inh: -14%; Pol kappa inh: -7%; JMJD2A Tudor: -21%

How did C#CCSc1nnc(C)c(C)n1 do in these assays?
Pol iota inh: 2%; POLH inh: -10%; Pol kappa inh: 3%; JMJD2A Tudor: -35%

How did Cc1onc(-c2ccccc2Cl)c1C(=O)OCC(=O)Nc1cccc(S(=O)(=O)N2CCOCC2)c1 do in these assays?
Pol iota inh: 61%[activator]; APEX1 inh: -5%; BLM helicase inh: -8%; POLH inh: -19%; G9a block: -24%; Pol kappa inh: -12%; BAZ2B block: -32%; Pol beta inh: 2%; JMJD2A Tudor: -26%

Results for Cc1ccc(S(=O)(=O)N2CCCC(C(=O)NCc3cccnc3)C2)cc1Cl (configuration not stated) ?
Pol iota inh: inconclusive; APEX1 inh: 2%; BLM helicase inh: 1%; POLH inh: -1%; G9a block: 1%[59 µM]; Pol kappa inh: 1%; BAZ2B block: -3%; Pol beta inh: 14%; JMJD2A Tudor: 1%

How did Cc1cccc(N2CCN(C(=O)C3CCN(c4nnc(-n5cccc5)s4)CC3)CC2C)c1 (configuration not stated) do in these assays?
Pol iota inh: -16%; APEX1 inh: 1%; BLM helicase inh: -6%; POLH inh: -16%; G9a block: 50µM*; Pol kappa inh: 0%; BAZ2B block: inconclusive; Pol beta inh: -9%; JMJD2A Tudor: inconclusive

Results for COc1cc([N+](=O)[O-])ccc1NC(=S)N1CCN(c2ccccn2)CC1 ?
Pol iota inh: inconclusive; APEX1 inh: inconclusive; BLM helicase inh: -6%; POLH inh: -10%; G9a block: 45µM*; Pol kappa inh: -29%; BAZ2B block: -30%; Pol beta inh: 1%; JMJD2A Tudor: -35%

What do the screens show for `COc1ccc(-n2c(SCC(N)=O)nc3sc4c(c3c2=O)CCN(C)C4)cc1`?
Pol iota inh: 7%; APEX1 inh: 11%; BLM helicase inh: -7%; POLH inh: -6%; G9a block: 2%[12.7 µM]; Pol kappa inh: 6%; BAZ2B block: 5%; Pol beta inh: 5%; JMJD2A Tudor: 5%

How did COc1cc(/C=C/C(=O)OCC(=O)NCc2ccco2)ccc1OC(F)F do in these assays?
Pol iota inh: 22%; APEX1 inh: 0%; BLM helicase inh: -6%; POLH inh: -15%; G9a block: 40µM*; Pol kappa inh: -7%; BAZ2B block: -27%; Pol beta inh: 17%; JMJD2A Tudor: -17%

Sorted by heavy-atom count (largest number first): part of the list above.
How did Cc1onc(-c2ccccc2Cl)c1C(=O)OCC(=O)Nc1cccc(S(=O)(=O)N2CCOCC2)c1 do in these assays?
Pol iota inh: 61%[activator]; APEX1 inh: -5%; BLM helicase inh: -8%; POLH inh: -19%; G9a block: -24%; Pol kappa inh: -12%; BAZ2B block: -32%; Pol beta inh: 2%; JMJD2A Tudor: -26%

How did Cc1cccc(N2CCN(C(=O)C3CCN(c4nnc(-n5cccc5)s4)CC3)CC2C)c1 (configuration not stated) do in these assays?
Pol iota inh: -16%; APEX1 inh: 1%; BLM helicase inh: -6%; POLH inh: -16%; G9a block: 50µM*; Pol kappa inh: 0%; BAZ2B block: inconclusive; Pol beta inh: -9%; JMJD2A Tudor: inconclusive

How did COc1cc(/C=C/C(=O)OCC(=O)NCc2ccco2)ccc1OC(F)F do in these assays?
Pol iota inh: 22%; APEX1 inh: 0%; BLM helicase inh: -6%; POLH inh: -15%; G9a block: 40µM*; Pol kappa inh: -7%; BAZ2B block: -27%; Pol beta inh: 17%; JMJD2A Tudor: -17%

How did C#CCSc1nnc(C)c(C)n1 do in these assays?
Pol iota inh: 2%; POLH inh: -10%; Pol kappa inh: 3%; JMJD2A Tudor: -35%
